# Assay outcomes as filed in PubChem.
# PAX8 reporter: inhibitors of PAX8 transcriptional activity in RMG-I cells | RMG-I TPO-luciferase reporter, SteadyGlo, 24 h | inhibition, % at 12.6 µM | hit rate 1.2% among 360,000;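 active means mean replicate inhibition at least 60% with every replicate also reaching 60%; inconclusive means only one of the two criteria is met; inactive means mean below 60% and not all replicates reaching 60%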;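 further: luciferase light reporting Pax8 driven TPO promoter activity; plate controls were median of neutral control wells for no effect and mitoxantrone controls for full effect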
# CASP6 VEID inh: blocks human caspase-6 cleavage activity. inhibition, % at 12.5 µM. hit rate 0.53% among 350,000. P55212. purified caspase-6, Z-VEID-R110 cleavage fluorescence;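 active means mean inhibition across replicates at least about 35%, with every replicate also reaching that limit, limit read from the data; inconclusive means only one of the two criteria met; inactive means neither criterion met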;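 further: 0% = median of neutral control wells and 100% = no fluorescence left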
# Target sequence (P55212 24-179 limits assumed): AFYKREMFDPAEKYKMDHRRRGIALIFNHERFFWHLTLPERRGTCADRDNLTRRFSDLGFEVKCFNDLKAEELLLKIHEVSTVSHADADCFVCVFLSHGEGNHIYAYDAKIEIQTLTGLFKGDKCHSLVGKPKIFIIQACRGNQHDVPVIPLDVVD
# Target sequence (P55212 194-293 limits assumed): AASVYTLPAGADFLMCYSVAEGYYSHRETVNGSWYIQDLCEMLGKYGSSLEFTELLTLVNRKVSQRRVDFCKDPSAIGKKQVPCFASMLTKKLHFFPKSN
# SIRT5 inh: sirtuin-5 (human) deacylase inhibition | Q9NXA8 | Purified SirT5, succinyl-peptide AMC, trypsin-coupled fluorescence | inhibition, % at 15 µM | hit rate 1.1% among 330,000 | AID 652115; in the data active means inhibition above about 15%; inconclusive means no clear call, values can overlap the other calls
# Target sequence (Q9NXA8 whole entry, looked up): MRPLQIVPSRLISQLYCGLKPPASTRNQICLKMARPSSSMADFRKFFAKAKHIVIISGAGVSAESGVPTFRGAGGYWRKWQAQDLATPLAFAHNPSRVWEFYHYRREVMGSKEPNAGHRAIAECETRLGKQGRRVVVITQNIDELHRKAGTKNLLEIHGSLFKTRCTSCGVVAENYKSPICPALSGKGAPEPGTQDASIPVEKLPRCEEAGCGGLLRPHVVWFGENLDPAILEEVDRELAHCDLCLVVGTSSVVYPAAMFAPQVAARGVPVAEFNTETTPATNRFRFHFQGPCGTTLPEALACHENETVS
# ARNT TACC3 PPI: ARNT/TACC3 interaction disruption; hit rate 0.66% among 390,000; AID 623870; AlphaScreen His-ARNT PAS-B/GST-TACC3 binding, luminescence; TACC3 fragment carries E629A point mutation; inhibition, % at 9.99 µM; Q9Y6A5;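 active means mean inhibition of replicates at least 50% and at least half of replicates each reaching 50%; inconclusive means half or more replicates reach 50% but mean below 50%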;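 further: 0% = complete ARNT plus TACC3 wells and 100% = ARNT alone without TACC3; many hits fall short of the cut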
# EWS-Fli inh: blocks EWS/Fli oncoprotein-driven transcription; A673 NR0B1-luciferase reporter, viability-normalised; inhibition, % at 12.6 µM; hit rate 0.67% among 350,000; AID 651661;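 active means mean inhibition of at least 50% after viability correction, with every replicate also passing that limit; inconclusive means mean reaches 50% but only one of two replicates passes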;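 further: firefly luciferase signal divided by Alamar Blue viability fluorescence both relative to DMSO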
# LGR2 antag: Drosophila LGR2 receptor signaling inhibition. HEK293 LGR2, CRE-luciferase, bursicon-stimulated, 4 h. inhibition, % at 9.99 µM. hit rate 0.35% among 380,000;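 active means drop in luminescence signal, shown as inhibition above about 50% in the replicate tests, limit read from the data, passing the limit was not always enough; inconclusive means probably only some replicates passing the limit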;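 further: agonist challenge used bursicon conditioned medium at about half maximal strength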
# DENV2 CPE rescue: inhibitors of DENV2 cytopathic effect | CPE inhibition, % at 9.99 µM | hit rate 1.7% among 350,000 | DENV2-infected cells, cytopathic effect rescue, plate reader; in the data active means CPE inhibition above about 20%, passing the limit was not always enough; inconclusive means no clear call, values can overlap the other calls; tested in BHK-21 cells;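 further: 0% = median of neutral control wells and 100% = median of positive control wells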
# Starred values were filed as active, the others as inactive; u = inconclusive; x = not tested or not shown; & = joins results of further samples.
1) CCCS(=O)(=O)N1CCN(Cc2c[nH]c3ccccc23)CC1
2) CCN(CC(=O)Nc1c(F)cccc1F)C(=O)CCc1nc2cc(S(=O)(=O)N(C)C)ccc2n1CC
3) CC(C)NC(=O)N(C)C[C@@H]1Oc2c(NS(=O)(=O)c3cn(C)cn3)cccc2C(=O)N([C@@H](C)CO)C[C@H]1C
4) O=C(/C=C/c1ccccc1[N+](=O)[O-])NCCCN1CCCC1=O
5) COc1ccc(/C=C/C(=O)N(Cc2ccccc2)c2ccccn2)cc1OC
6) O=C(Nc1cccc(F)c1)N1C[C@@H]2[C@H](c3ccccc31)[C@@H](CO)N2C(=O)Cc1ccccc1
7) CSCC(=O)N1CCC(n2nccc2NC(=O)CCc2ccccc2)CC1
8) O=c1c2ccccc2nc(SCc2nnc(-c3ccccc3Br)o2)n1-c1ccccc1
9) Cc1ccccc1NC(=O)Cn1c(CCC(=O)O)ccc1-c1cccs1
10) O=C(Nc1ccccc1)c1ccc(-c2ccc([N+](=O)[O-])cc2)o1
screen / no.	1	2	3	4	5	6	7	8	9	10
PAX8 reporter	26	x	x	-18	13	4	3	x	-10	-71
CASP6 VEID inh	2	3	0	-87	-2	0	1	-3	8	7
SIRT5 inh	-4	-2	11	-7	-5	2	2	1	-5	-2
ARNT TACC3 PPI	3	-39	-3	-4	-3	1	-2	-3	-4	-2
EWS-Fli inh	13	-1	-3	3	-5	-1	x	7	10	-97
LGR2 antag	-25	15	-11	2	-6	8	-7	4	-11	-20
DENV2 CPE rescue	u	-5	0	-6	5	-6	-4	x	0	4

# Structural class, those above with fluorine (2)
2) CCN(CC(=O)Nc1c(F)cccc1F)C(=O)CCc1nc2cc(S(=O)(=O)N(C)C)ccc2n1CC
6) O=C(Nc1cccc(F)c1)N1C[C@@H]2[C@H](c3ccccc31)[C@@H](CO)N2C(=O)Cc1ccccc1
screen / no.	2	6
PAX8 reporter	x	4
CASP6 VEID inh	3	0
SIRT5 inh	-2	2
ARNT TACC3 PPI	-39	1
EWS-Fli inh	-1	-1
LGR2 antag	15	8
DENV2 CPE rescue	-5	-6

# (further entries)
11) COc1cccc(C2CC(c3ccc(F)cc3)Nc3nc(N)nn32)c1 (stereo unspecified)
12) CCS(=O)(=O)Nc1ccc2c(c1)C(=O)N(C)[C@H]1CC[C@H](CC(=O)NC3CCCCC3)O[C@H]1CO2
13) OC[C@@H]1CN(Cc2ccc(F)cc2)C[C@H](n2cnc3c(NCc4ccncc4)ncnc32)O1
14) C[C@@H]1CN([C@@H](C)CO)C(=O)c2cc(-c3ccccc3)cnc2O[C@H]1CN(C)Cc1cccnc1
15) Cc1noc(C)c1NC(=O)Nc1ccc2c(c1)C(=O)N([C@H](C)CO)C[C@@H](C)[C@@H](CN(C)S(C)(=O)=O)O2
16) CCOc1ccc(C(=O)Cc2cc3cccc(OC)c3oc2=O)cc1
17) O=C(CSc1nnc(NC(=O)c2c(F)cccc2Cl)s1)Nc1ccccc1F
18) CC(=O)Nc1ccc(S(=O)(=O)NCCC(=O)OCC(=O)c2ccc(Br)cc2)cc1
19) Cc1ccc(C(=O)N(C)c2nnc(-c3ccncc3)s2)cc1
20) Cc1ccc(S(=O)(=O)N(C)C[C@H]2OCCCC[C@H](C)Oc3ccc(NS(=O)(=O)c4ccc(Cl)cc4)cc3C(=O)N([C@H](C)CO)C[C@H]2C)cc1
screen / no.	11	12	13	14	15	16	17	18	19	20
PAX8 reporter	4	-8	1	x	x	8	-8	-12	-104	31
CASP6 VEID inh	-2	-2	-2	3	2	x	4	1	0	2
SIRT5 inh	x	-2	1	-3	2	1	0	-8	x	26*
ARNT TACC3 PPI	x	-6	x	-1	8	2	2	-7	2	-3
EWS-Fli inh	-4	-6	6	-12	3	-41	-6	1	-67	-3
LGR2 antag	-19	-3	13	-1	-13	0	34	-8	-17	16
DENV2 CPE rescue	-2	12	u	12	5	-4	-2	3	5	-2

# Along the list, from the results shown.
# PAX8 reporter for nos. 11–20: 4, -8, 1, x, x, 8, -8, -12, -104, 31
# LGR2 antag for nos. 11–20: -19, -3, 13, -1, -13, 0, 34, -8, -17, 16
# SIRT5 inh for nos. 11–20: x, -2, 1, -3, 2, 1, 0, -8, x, 26*

# (further entries)
21) CC(CCC(=O)O)C1CCC2C3C(O)CC4CC(O)CCC4(C)C3CC(O)C12C (stereo unspecified)
22) O=C1CN(C(=O)N[C@@H](Cc2ccccc2)C(=O)N[C@@H](Cc2ccccc2)C(=O)O)c2ccccc2N1
23) CO[C@@H]1CN(C)C(=O)c2ccc(NS(=O)(=O)CC(F)(F)F)cc2OC[C@@H](C)N(Cc2ccccn2)C[C@H]1C
24) CN(C)Cc1nnnn1-c1ccccc1
25) CS(=O)(=O)Nc1ccc2c(c1)[C@H]1C[C@H](CC(=O)NCCN3CCCCC3)O[C@H](CO)[C@H]1O2
26) Cc1nn(-c2ccccc2)c(N2CCCC2)c1/C=N/NC(=O)c1cccc(S(=O)(=O)Nc2ccc(Cl)cc2)c1
27) CCOC(=O)C(=CNc1ccc(O)c(C(=O)OC)c1)C(=O)OCC
28) CCOC(=O)C1CCCN(c2c(NCCCN(C)c3ccccc3)c(=O)c2=O)C1 (stereo unspecified)
29) COc1cc(OC)cc(C(=O)NNC(=S)Nc2ccccc2OC)c1
30) C[C@H]1CN([C@@H](C)CO)C(=O)c2cc(C#Cc3ccccc3F)cnc2O[C@H]1CN(C)S(C)(=O)=O
screen / no.	21	22	23	24	25	26	27	28	29	30
PAX8 reporter	3&-10	x	-16	30	-8	16	-19	4	-11	-6
CASP6 VEID inh	-4	1	1	4	4	-4	x	1	-1	-4
SIRT5 inh	5&0	-1	5	4	-2	5	x	0	0	0
ARNT TACC3 PPI	-2	-10	30	8	-9	x	6	1	x	3
EWS-Fli inh	2&7	3	-6	7	-9	-2	12	1	-1	-6
LGR2 antag	1&-3	5	7	7	-19	13	13	26	18	-7
DENV2 CPE rescue	-6&-6	-9	0	3	2	x	1	12	-3	x

31) O=C(C[C@H]1CC[C@@H]2NC[C@@H](O)COC[C@H]2O1)Nc1ccc(-c2ccccc2)cc1
32) CCCN(C)C[C@@H]1OCCCC[C@@H](C)Oc2ccc(NC(=O)Nc3ccc(C(F)(F)F)cc3)cc2C(=O)N([C@H](C)CO)C[C@H]1C
33) O=C(NCc1ccco1)C1CC(c2ccc(C(F)(F)F)cc2)=NO1 (stereo unspecified)
34) CC(C)(C)CN1C(=O)C(=O)NC[C@@H]1Cc1ccc(O)cc1
35) Cc1ccc(CNCC(O)(c2ccccc2)c2ccccc2)cc1
36) C[C@H]1CN([C@@H](C)CO)C(=O)CCCn2cc(nn2)CO[C@H]1CN(C)Cc1ccc(C(F)(F)F)cc1
37) COc1ccc(CN2CC(C(=O)NC3CCCCC3)CC2=O)cc1 (stereo unspecified)
38) O=C1CC(c2ccc(F)cc2)CC2=C1C(c1ccc([N+](=O)[O-])o1)Nc1ccccc1N2 (stereo unspecified)
39) C[C@H](CO)N1C[C@H](C)[C@H](CN(C)CC2CCOCC2)Oc2ncc(C#CCc3ccccc3)cc2C1=O
40) COc1ccc(-c2cc(NC=O)c3ncc(-c4ccccc4)n3c2)cc1OC
screen / no.	31	32	33	34	35	36	37	38	39	40
PAX8 reporter	-26	19	20	-12	-10	x	-8	13	15	22
CASP6 VEID inh	x	1	3	-2	1	-1	2	0	-1	2
SIRT5 inh	x	-5	12	x	-13	2	-1	1	-3	x
ARNT TACC3 PPI	12	x	4	1	-5	22	1	1	23	x
EWS-Fli inh	-16	0	29	-6	-8	0	x	8	-5	12
LGR2 antag	-1	14	3	-5	0	12	21	-15	26	-10
DENV2 CPE rescue	0	10	11	-3	0	-1	8	2	4	9

41) C=CCc1cccc(CNc2c(C)cc(C)cc2C)c1O
42) CCCC#Cc1ccc2c(c1)O[C@@H](CN(C)C(=O)CC)[C@@H](C)CN([C@@H](C)CO)S2(=O)=O
43) Cc1cc(C)c(S(=O)(=O)c2ccc(F)cc2)c(C)c1
44) CCOc1ccc(NC(=O)CN(C)C(=O)C2(c3ccccc3)CC2)cc1OCC
45) COc1cccc(-c2ccc3c(c2)[C@@H]2[C@@H](CCN2C(=O)C2CCCCC2)[C@@H](CO)N3)c1
46) COc1cccc(-c2cc(C(=O)Nc3ccn(Cc4ccc(C)cc4)n3)no2)c1
47) Cc1nn(-c2ccccc2)nc1C(=O)OCC(=O)N1CCCCC1C (stereo unspecified)
48) CC1(c2ccccc2)NC(=O)N(CC(=O)NCc2cccc(Cl)c2)C1=O (stereo unspecified)
49) Cc1ccccc1CC(=O)N1CCCc2ccccc21
50) Cc1cc(C)c(C)c(S(=O)(=O)N2CCCCC2C(=O)O)c1C (stereo unspecified)
screen / no.	41	42	43	44	45	46	47	48	49	50
PAX8 reporter	26	-13	-2	10	x	-9	-22	13	16	13
CASP6 VEID inh	-2	-1	3	3	-5	0	3	5	-1	0
SIRT5 inh	-2	1	-2	-2	1	-7	-6	-6	-1	-1
ARNT TACC3 PPI	0	6	x	4	x	-3	-2	5	6	-6
EWS-Fli inh	8	-2	-13	-6	5	8	-2	x	2	-15
LGR2 antag	-31	-6	-15	-16	16	-3	-2	-10	2	1
DENV2 CPE rescue	u	0	-9	13	-25	1	-8	-2	-2	u

# A few values from the entries so far:
# Value for entry 50 under SIRT5 inh: -1
# Value for entry 46 under CASP6 VEID inh: 0
# Value for entry 42 under SIRT5 inh: 1
# Value for entry 44 under LGR2 antag: -16

# Other structures follow.
51) Cc1ccc(S(=O)(=O)N[C@H]2C=C[C@H](CC(=O)NCc3ccncn3)O[C@@H]2CO)cc1
52) C[C@@H]1CCCCO[C@@H](CN(C)C(=O)NC2CCCCC2)[C@H](C)CN([C@@H](C)CO)C(=O)c2cc(NS(=O)(=O)c3ccccc3)ccc2O1
53) CCn1c2ccccc2c2cc(NC(=O)CN3CCCC3)ccc21
54) O=C1/C(=C\c2ccc(Cl)c(Cl)c2)CN(C(=O)CCN2CCOCC2)C/C1=C/c1ccc(Cl)c(Cl)c1
55) O=C(CSc1nc2scc(-c3ccccc3)c2c(=O)[nH]1)Nc1ccccc1
56) CCOC(=O)[C@]12CCCC=C1N(Cc1cccc3ccccc13)C(=O)[C@H](CC(=O)NCC1CCCCC1)C2
57) CCc1cccc(C)c1NC(=O)CC(C)(C)CC(=O)O
58) OC(c1ccccc1)c1nc(-c2cccs2)cs1 (stereo unspecified)
59) CCN(C(=O)COC(=O)/C=C/c1ccccc1)C1CCCCC1
60) O=c1[nH]c(/C=C/c2ccc(Br)cc2)nc2ccccc12
screen / no.	51	52	53	54	55	56	57	58	59	60
PAX8 reporter	4	13	10	89*	-15	-30	10	-32	-10	-125
CASP6 VEID inh	-2	-2	-12	-2	-2	0	-4	-1	-2	-2
SIRT5 inh	-2	2	-8	x	0	-7	2	x	-1	-5
ARNT TACC3 PPI	-13	18	-2	-5	-1	x	-34	x	-3	-28
EWS-Fli inh	6	7	-7	56*	9	-8	16	-32	7	-50
LGR2 antag	-10	4	-8	91*	9	u	x	-35	-6	-69
DENV2 CPE rescue	-7	6	-4	-1	2	8	5	u	0	4

61) COc1ccccc1CNC(=O)C[C@@H]1CC[C@@H]2[C@H](COC[C@H](O)CN2C(=O)Nc2ccccc2)O1
62) CS(=O)(=O)N(CC(=O)N1CCOCC1)c1ccc(Cl)cc1
63) C=CCN1C(=O)C(CC(=O)O)SC1=Nc1ccc(C)cc1 (stereo unspecified)
64) NC1=NC(=O)C2(COC(c3cccnc3)OC2)S1 (stereo unspecified)
65) CC(C)NC(=O)Nc1ccc2c(c1)C(=O)N([C@@H](C)CO)C[C@@H](C)[C@@H](CN(C)Cc1ccncc1)OCCCC[C@@H](C)O2
66) C[C@H](N)c1nnc(SCC(N)=O)o1
screen / no.	61	62	63	64	65	66
PAX8 reporter	-12	-6	3	-7	-9	-14
CASP6 VEID inh	-1	-3	-3	-3	-2	-4
SIRT5 inh	-1	-5	x	-5	0	-1
ARNT TACC3 PPI	-3	-1	-7	-2	-3	-1
EWS-Fli inh	-9	-10	-3	-1	x	0
LGR2 antag	-13	4	3	-33	-5	12
DENV2 CPE rescue	0	5	2	1	-2	-5
